sdo1 growth: growth rescue of sdo1-depleted yeast, primary screen, S. cerevisiae, bone marrow failure model. S. cerevisiae sdo1-depleted JHY4D growth rescue, OD600 30 h; stronger effect = higher value; pdr5 snq2 efflux-pump mutant strain. z-score at 10 µM. 140,000 tested, 0.21% active;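 active = z-score above 3 at both the 24 hr and the 30 hr optical density reads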;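 also: z-score against mean and SD of all compound wells on the same plate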
Insulin prom inh: inhibitors of insulin promoter-driven GFP, primary screen, imaging, TRM-6 cells (human fetal islet line), eGFP reporter, cell count | reporter expression induced with tamoxifen | inhibition, % at 2 µM | 130,000 tested, 0.9% active;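 active = inhibition above the mean plus 3 SD, with well images judged a real hit on visual review, cut at about 60% in these data, passing the limit was not always enough; inconclusive = inhibition over the cutoff but images rejected on review; inactive = inhibition not above the cutoff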
sdo1 growth Rescue 24 h: second read-out of sdo1 growth, no call of its own (marks repeat the call); z-score; S. cerevisiae sdo1-depleted JHY4D growth rescue, OD600; measured here: growth rescue at 24 h;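 0 is the plate mean of compound wells and units are plate SD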
Active calls of the source: *; i = inactive; u = inconclusive; x = not tested or not shown; & = joins results of further samples; [ ] = another dose, or the depositor's remark.

SMILES	sdo1 growth	sdo1 growth Rescue 24 h	Insulin prom inh
C=CCN1C(=O)C(Cc2ccc(OCC)cc2)S/C1=N\N=C\c1cccs1 (stereo unspecified)	-0.1	0.25	39
COC(=O)c1ccccc1N/C=C/C(=O)c1ccc(Br)cc1	-0.33	-0.18	-16
O=C(NCc1ccc2c(c1)OCO2)c1ccc(NS(=O)(=O)c2ccc3c(c2)OCCO3)cc1	0.55	0.71	28
CCOC(=O)c1[nH]c2ccc(OC)cc2c1NC(=O)CCN1CCSCC1	0.67	0.16	29
CC(C)NC(=O)NC(=O)COC(=O)c1ccc(NC(=O)CC#N)cc1	1.4	0.69	33
O=C(CCSCc1ccccc1F)N1CCN(c2ccccn2)CC1	-0.28	-0.57	-15
Cc1ccc(S(=O)(=O)N2CCC(C(=O)NCc3cccnc3)CC2)cc1	0.58	0.45	43
CCC(C)NC(=O)C1CCN(C(=O)c2ccccc2)CC1 (stereo unspecified)	-0.16	-0.33	-67
COc1cccc(N(C(=O)CCl)C(C(=O)NCCc2ccccc2)c2cccs2)c1 (stereo unspecified)	-0.56	0.14	-163
O=S(=O)(NCCOc1cccc2cccnc12)c1ccc(F)cc1	0.5	0.55	10
O=C(NCCN1C(=O)S/C(=C\c2ccccc2)C1=O)C1CCN(S(=O)(=O)c2cccs2)CC1	-0.03	0.15	-13
Cc1ccc2[nH]c(=O)c(CN(CC3CCCO3)S(=O)(=O)c3c(C)ccc4nsnc34)cc2c1 (stereo unspecified)	-0.35	0	-44
COc1ccc(NC(=O)c2cc(-c3cccc(OC)c3)on2)cc1	x	x	-33
CCCc1c(C)nc2c(Br)cccc2c1Cl	0.58	0.19	-49
COc1ccc(-c2cn3c(C)c(C(=O)Nc4ccncc4)sc3n2)cc1	-1.9	-1.6	x
O=C(CCC(=O)OCC(=O)c1ccc([N+](=O)[O-])cc1)NC1CCCCC1	1.1	0.34	8
Cc1cccc(-n2cc(C(=O)O)c(=O)cc2C)c1	x	x	15
Clc1ccc(-c2csc(N3CCN(c4ccccc4)CC3)n2)cc1	1.9	2.5	41
CC1CC(C)(C)NC(=S)N1CCCC(=O)Nc1ccc(Cl)cc1 (stereo unspecified)	x	x	-33
COc1cccc(CN2CCNC(=O)C2CC(=O)NCc2cc(C(C)C)no2)c1 (stereo unspecified)	x	x	43
CN1CCN(c2nc(N3CCN(CCO)CC3)nc3ccccc23)CC1	0.42	-0.14	6
O=[N+]([O-])c1cccc(CSc2nnc(Cc3ccccc3)n2-c2ccc(F)cc2)c1	-0.54	0.13	-64
COc1ccc(CNc2nc(SCc3cc(=O)n4cc(Cl)ccc4n3)nc3ccccc23)cc1	-1.1	-0.7	x
O=C(COC(=O)COc1ccccc1)Nc1ccccc1OC(F)F	-0.17	-0.39	-31
N=c1sccn1CC(=O)Nc1cc(S(=O)(=O)N2CCCC2)ccc1Cl	x	x	-20
COc1ccc(CCNC(=O)Cn2cnc3c(cnn3-c3ccccc3Cl)c2=O)cc1OC	0.54	0.3	x
Cc1ccc(NS(=O)(=O)c2ccc(NC(=O)c3cccc(NC(=O)C(C)C)c3)cc2)cc1	1.2	0.94	19
CCN=C1SC(CC(=O)NCCc2ccc(OC)cc2)C(=O)N1CC (stereo unspecified)	0.34	0.53	13
CCCNC(=O)Cn1nc([N+](=O)[O-])c([N+](=O)[O-])c1C	1.4	0.97	45
CC(C)(O)C(=O)NN(C(=O)c1ccccc1)c1ccc2ccccc2c1	0.04	-0.12	-34
CCCc1nnc(NC(=O)C2CCCO2)s1 (stereo unspecified)	-0.23	-0.6	-12
Cc1ccc(-c2csc3ncnc(Nc4ccc(N5CCOCC5)cc4)c23)cc1	-1.2	-0.82	19
COc1ccc(OCc2nnc(SC(C)C(=O)Nc3nccs3)n2-c2ccccc2)cc1 (stereo unspecified)	-1	-1.2	-65
Cc1ccc(Cn2ccc(NC(=O)c3nn(C)cc3[N+](=O)[O-])n2)cc1	0.73	0.51	x
Cc1ccc(Nc2nc(N)nc(CSc3nccn3C)n2)cc1	0.65	0.02	47
N#CC1=C(N)N=C(SCc2cccc3ccccc23)C(C(N)=O)C12CCCCC2 (stereo unspecified)	-0.39	-0.7	-43
CC1CN(CCOc2ccccc2[N+](=O)[O-])CC(C)O1 (stereo unspecified)	x	x	14
CC(=O)Nc1sc2c(c1C#N)CCCCC2	-1.1	-1.6	-5
CSc1nc(Cc2ccc(Cl)cc2)nc2ccccc12	-0.87	-1.1	x
Clc1c(CSc2nc3ccccc3o2)nc2sccn12	-1.9	-1.7	31
Cc1nc(NC(=O)COc2ccccc2)sc1C(=O)Nc1cccc(Cl)c1	0.68	1.2	x
Cc1cccc(CCNC(=O)CCc2nnc(CCc3ccccc3)o2)n1	x	x	30
COc1ccccc1Nc1nc(C)cs1	1&-0.22	1.2&0.03	3
COc1cccc(C(=O)NC(=S)Nc2nnn(C)n2)c1	0.7	1.3	-58
COC(=O)CSCC(=O)Nc1cc2c(cc1C(C)=O)OCO2	0.63	1.4	u
Cc1cc(C)nc(SCc2csc(N)n2)n1	0.32	-0.24	25
COc1ccc(C(NC(=O)c2cccnc2)c2cc(Cl)c3cccnc3c2O)cc1OC (stereo unspecified)	0.97	2.5	-48
O=C(O)c1ccccc1C(=O)N1CCN(c2ccccc2)CC1	0.12	-0.43	14
COc1ccc(C(=O)Nc2oc(-c3ccccc3)c(-c3ccccc3)c2C#N)cc1	-0.11	0.23	-50
CCCCCOC(=O)Nc1nnc(CCCCC)s1	-0.6	-0.64	u
CCOC(=O)c1ccc(NC(=O)C2=C(C)Nc3nc(CCCO)nn3C2c2ccc(OC)cc2)cc1 (stereo unspecified)	0.88[7.3 µM]	0.12	44
COc1ccc(C2=NOC(C(=O)Nc3cc(C)on3)C2)cc1 (stereo unspecified)	-2.2	-1.4	x
COc1cccc2[nH]c3c(N4CC(C)CC(C)C4)ncnc3c12 (stereo unspecified)	-1.1	-0.8	-11
COc1cccc(CC(NC(C)=O)C(=O)NC2CCN(c3c4c(nc5ncnn35)CCC4)CC2)c1OC (stereo unspecified)	x	x	5
O=C(CCCCCN1C(=O)c2ccccc2C1=O)Nc1ccc(F)cc1	0.42	1.4	-148
O=C(c1ccc([N+](=O)[O-])cc1)N(c1ccccn1)c1ccccn1	x	x	-13
Cc1ccccc1OC(C)C(=O)NCc1cccnc1 (stereo unspecified)	x	x	-20
NNC(=O)C(=O)NCCCN1CCOCC1	x	x	23
Cn1cnnc1SCC(=O)NCc1ccccc1	x	x	35
c1ccc2oc(SCc3nc4ccccc4s3)nc2c1	-0.36	0.25	x
Next part.
SMILES	sdo1 growth	sdo1 growth Rescue 24 h	Insulin prom inh
Cc1nc2ccc(S(=O)(=O)N(C)CC(=O)N3CCc4ccccc43)cc2s1	-1.4	-1.4	-29
CCOC(=O)N1CCC(NC(=O)CS(=O)Cc2nc(-c3ccc(OC)c(OC)c3)oc2C)CC1 (stereo unspecified)	0.55	0.06	-29
COc1ccc(S(=O)(=O)N(C)c2ccc(C(=O)N3CCC(C(N)=O)CC3)cc2)cc1OC	x	x	-36
CCOC(=O)C1(c2ccccc2)NC(c2ccc(N(C)C)cc2)C2C(=O)N(C)C(=O)C21 (stereo unspecified)	x	x	-63
Clc1ccc(CN2CCN(/N=C/c3ccco3)CC2)cc1	x	x	11
Cc1ccc(CSCCC(=O)NCCc2ccc(Cl)cc2)cc1	-0.77	-0.8	33
O=C(Nc1ccccc1Oc1ccccc1)c1cccc([N+](=O)[O-])c1	-0.92	-0.71	-43
O=C(CNc1ccccc1)N/N=C/c1cc([N+](=O)[O-])ccc1N1CCCC1	-0.11	0.31	23
O=C(CCCc1cccs1)Nc1ccc2c(c1)OCO2	x	x	-33
COc1ccc(NC(=O)[C@H](COCc2ccccc2)NC(=O)OC(C)(C)C)cc1	-0.46	-0.3	x
Cc1ccc(OCCN2C(=O)c3ccccc3C2=O)cc1	1.9	0.76	x
O=C(Cn1c(Cc2ccccc2)nc2ccccc21)NCc1ccc2c(c1)OCO2	0.31	-0.25	x

The last three entries of the section before are carried over, then new ones follow.
SMILES	sdo1 growth	sdo1 growth Rescue 24 h	Insulin prom inh
COc1ccc(NC(=O)[C@H](COCc2ccccc2)NC(=O)OC(C)(C)C)cc1	-0.46	-0.3	x
Cc1ccc(OCCN2C(=O)c3ccccc3C2=O)cc1	1.9	0.76	x
O=C(Cn1c(Cc2ccccc2)nc2ccccc21)NCc1ccc2c(c1)OCO2	0.31	-0.25	x
O=C(COc1ccc(Cl)cc1)NCCN1CCCCC1	x	x	-23
COc1cc(OC)cc(C(=O)Nc2ccc([N+](=O)[O-])cn2)c1	-1.7	-1.1	-19
Cc1ccc(OCC(=O)Nc2ccc(S(=O)(=O)Nc3ccccn3)cc2)c(C)c1	-0.04	-0.79	18
Cc1nn(CCc2n[nH]c(=S)n2C)c(C)c1Br	0.19	-0.04	22
Cc1ccc(C(=O)NC2CCCCCC2)o1	-0.55	0.17	52
Cc1nc(NCC2CCCO2)nc2c1C(=O)CC(C)(C)C2 (stereo unspecified)	0	-0.89	-33
CCC1=NN(C(=O)Cc2ccc(OC)cc2)C(O)(C(F)(F)F)C1 (stereo unspecified)	0.36	0.23	-96
CC(=O)Nc1ccc(OCC(O)Cn2c(C)nc3ccccc32)cc1 (stereo unspecified)	0.56	1.1	-8
COc1cc(OC)cc(C(=O)OCc2ccc([N+](=O)[O-])cc2)c1	x	x	-29
CCOC(=O)C(C)(C)Sc1ncnc2nc[nH]c12	1.5	1.1	i
CSc1ccc(-c2nnn(Cc3ccc(Br)cc3)n2)cc1	-0.84	-0.99	22
O=C(NCCCc1ccccc1)c1cccc([N+](=O)[O-])c1	-0.15	-0.35	10
CN1C=CC=C/C1=C1\SC(=S)N(Cc2ccccc2)C1=O	x	x	12
O=C1CC(Nc2ccccc2)C(=O)N1CCc1ccccc1 (stereo unspecified)	0.98	0.81	-36
O=C(NCCN1C(=O)S/C(=C\c2cccnc2)C1=O)c1cccc(OC(F)F)c1	-0.72	-0.73	-27
Cc1cccc(N2CCN(C(=O)c3cnn4c(C(F)F)cc(-c5ccccc5)nc34)CC2)c1C	-1.8	-1.2	x
COc1cc2c3c(c1)C(C)CC(C)(C)N3C(=O)C2=O (stereo unspecified)	x	x	-23
CCOC(=O)c1ccc(S(=O)(=O)NNC(=O)COc2cccc(C)c2)cc1	-0.98	-0.85	58
COc1ccc(NC(=O)COc2ccc(C(=O)OCC(=O)N(C(C)C)C(C)C)cc2OC)cc1	x	x	64
O=C(CSc1ccccc1C(=O)O)NCc1ccco1	1.4	1.3	-16
COc1ccccc1/C=C(/CC(=O)NCc1ccc2c(c1)OCO2)c1nc2ccccc2s1	-0.95	-0.21	17
COc1ccc(/C=N/Nc2ncnc3c2[nH]c2ccccc23)c(OC)c1OC	-0.94	-0.52	31
CN(Cc1ccccc1)C(=O)c1ccccc1Br	-0.59	-0.55	15
c1ccc2c(c1)CCN(c1nc3cc4c(cc3s1)OCO4)C2	-1.8	-0.88	-30

By substructure, the compounds so far with two or more sulfur atoms (ten)
SMILES	sdo1 growth	sdo1 growth Rescue 24 h	Insulin prom inh
C=CCN1C(=O)C(Cc2ccc(OCC)cc2)S/C1=N\N=C\c1cccs1 (stereo unspecified)	-0.1	0.25	39
O=C(NCCN1C(=O)S/C(=C\c2ccccc2)C1=O)C1CCN(S(=O)(=O)c2cccs2)CC1	-0.03	0.15	-13
Cc1ccc2[nH]c(=O)c(CN(CC3CCCO3)S(=O)(=O)c3c(C)ccc4nsnc34)cc2c1 (stereo unspecified)	-0.35	0	-44
N=c1sccn1CC(=O)Nc1cc(S(=O)(=O)N2CCCC2)ccc1Cl	x	x	-20
COc1ccc(OCc2nnc(SC(C)C(=O)Nc3nccs3)n2-c2ccccc2)cc1 (stereo unspecified)	-1	-1.2	-65
Clc1c(CSc2nc3ccccc3o2)nc2sccn12	-1.9	-1.7	31
Cc1cc(C)nc(SCc2csc(N)n2)n1	0.32	-0.24	25
c1ccc2oc(SCc3nc4ccccc4s3)nc2c1	-0.36	0.25	x
Cc1nc2ccc(S(=O)(=O)N(C)CC(=O)N3CCc4ccccc43)cc2s1	-1.4	-1.4	-29
CN1C=CC=C/C1=C1\SC(=S)N(Cc2ccccc2)C1=O	x	x	12

(list continues)
SMILES	sdo1 growth	sdo1 growth Rescue 24 h	Insulin prom inh
CC(C)CCNC(=O)CN(Cc1ccc2c(c1)OCO2)C(=O)Cn1nnc(-c2cccs2)n1	0.47	1.1	0
CN1CCN(c2ccc(NC(=O)c3cccc(OCc4ccccc4)c3)cc2)CC1	-1.1	-1.3	-14
COc1cc(/C=N/Nc2ccc(C)cc2)cc(Br)c1O	x	x	27
COc1ccc2cc(Br)ccc2c1CC(=O)NC(C)(C)C	-0.88	-0.69	0
COc1ccc(C2Nc3ccccc3C(=O)N2NC(C)=O)cc1OC (stereo unspecified)	x	x	0
CCCCNS(=O)(=O)c1ccc2nc(-c3cccnc3)cc(C(=O)NC(C)CC)c2c1 (stereo unspecified)	-0.93	0.15	-41
COc1ccc(NC(=O)COC(=O)[C@@H](NC(=O)c2c(F)cccc2F)C(C)C)cc1	x	x	-53
NS(=O)(=O)c1ccc(Nc2nc(-c3ccccc3)cs2)cc1	-0.65	-0.19	2
O=C(CCc1ccccc1)NN1C(=O)C2C3C=CC(O3)C2C1=O (stereo unspecified)	x	x	15
CCOC(=O)C1CCCN(c2ncnc3c2cnn3-c2cccc(C)c2)C1 (stereo unspecified)	-0.05	-0.47	50
CCOc1ccc(/C=N/OCC(=O)NCc2cccs2)cc1	0.62	0.52	x
